p53ts 32C tox = cytotoxicity in p53ts cells at permissive temperature | hit rate 0.93% among 130,000 | Potency, µM (highest dose often 46.1 µM), for inactives: top-dose activity change, negative = cytotoxicity, usual class: cytotoxic | H1299-p53A138V at 32C, ATP luminescence viability, 24 h;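 further: 0% = DMSO and -100% = full killing by reference compound; nearly all actives have a fitted effect of over 55% in size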
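Cells: H1299 p53ts (A138V), 600/well, pre-incubated 16–30 h at 37C. Cpd up to 46 uM, 24 h, 32C. Readout: ATPlite luminescence, 20 min RT. Normalization: DMSO vs tamoxifen 100 uM. AC50 by Hill equation.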
IkB signaling = suppresses IkB signaling in ABC-DLBCL reporter cells. ABC-DLBCL IkBa-CBG/CBR dual luciferase ratio, 4 h; response scale: scaled: untreated 0%, proteasome inhibitor 100%. Potency, µM (doses to about 57.1 µM), for inactives: at the top dose IkBa stabilization activation. hit rate 0.04% among 110,000; active means well fitted curve in the direction sought with a large enough effect in the signal ratio, not every such curve was filed as active; inconclusive means small, poorly fitted or top-dose-only effect, or a change in a side signal; the % refers to the signal ratio;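 further: the direction sought is a rising ratio; 0% = basal untreated cells and 100% = reference inhibitor full response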
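In this assay, an IκBα–CBG68 fusion accumulates when IKK-driven degradation is blocked; native CBR normalizes for cell number. OCI-Ly3 cells were treated 4 h with compound and doxycycline, then green and red light read after Chroma-Glo addition.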
Peg3 imprint = induces erasure of genomic imprints in mouse ES cells; mouse ES Peg3-LacZ reporter, beta-gal luminescence, 40 h; Potency, µM (top dose mostly 60.7 µM), for the others: at the highest dose activity change, positive = activation, actives largely listed as activators; hit rate 0.02% among 110,000; AID 1948;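 further: 0% = negative control wells on the plate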
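Readout: BetaGlo luminescence (5 min, room temp) for LacZ from the normally silent maternal Peg3 allele in female Peg3LacZ-Neo ES cells. Cells 300/well, 40 h, 37C, 5% CO2. Data normalized per plate to negative controls.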
p53ts 39C kill = p53ts cell cytotoxicity, nonpermissive temperature; hit rate 1.5% among 130,000; H1299-p53A138V viability at 39C, ATP luminescence, 24 h; Potency, µM (highest dose often 46.1 µM), without a hit: at the highest dose activity change, negative = cell killing, actives largely listed as cytotoxic; AID 902; further: nearly all actives have a fitted effect of over 55% in size
Starred values were filed as active, the others as inactive; ? = inconclusive; nt = not tested or not shown; & = joins results of further samples; [ ] = remark or other dose. Unless noted, the call rests on the fitted dose curve; in most records, active means well fitted curve in the direction sought with a large enough effect; inconclusive means small, poorly fitted or top-dose-only effect, or another doubt; inactive means no such curve, though single readings can be large; an effect the other way counts as inactive or inconclusive. Unless noted, on the % scale 0 is the no-effect control and ±100 the full control effect; potency means the concentration at half of the fitted maximal effect.

SMILES	p53ts 32C tox	IkB signaling	Peg3 imprint	p53ts 39C kill
CCOc1ccc(CCNC(=O)C2CC(=O)N(CCc3ccc(OC)c(OC)c3)C2)cc1OCC (stereo not drawn)	4%	-0.2%	-19%[10.9 µM]	-10%
O=C(Nc1cccc(Cl)c1)Nc1nccs1	-1%	0.4%	-19%	-9%
CCN1C(=O)[C@H]2[C@H]3[C@H](O)[C@H](O)C/C(=N/OCC(C)C)[C@@H]3CC[C@@H]2C1=O	0%[9.22 µM]	nt	nt	6%[9.22 µM]
CNCCc1ccccn1	-1%	0.5%[25.6 µM]	5%	-4%
CCOc1ccc(-c2cc3nc(C4CCN(C(=O)OC(C)(C)C)CC4)c(C(=O)Nc4ccc(C(=O)OC)cc4)cn3n2)cc1	8%	-0.3%	-10%[10.9 µM]	3%
C=CCN1CC(c2nc3ccccc3n2Cc2ccccc2)CC1=O (stereo not drawn)	-8%	0.7%	-11%	5%
CCc1ccc(-n2nc3cc(C)c(NC(=O)c4cc(Cl)ccc4OC)cc3n2)cc1	-5%	-0.6%	29%[10.9 µM]	17%
CCCCCCn1c(CN2CCN(CCO)CC2)nc2c1c(=O)n(C)c(=O)n2C	2.5µM*	-0.1%	-82%[inhibitor]	3.2µM*
O=C(Cn1nc(C(F)(F)F)c2c1CCCC2)NC1CCCC1	7%	?	11%	-8%
COC(=O)c1cccc(NC(=O)CN2CCC(NC(=O)c3cc(OC)c(OC)c(OC)c3)CC2)c1	-9%	0.0%	-11%	-5%
CCCSc1ncc(Cl)c(C(=O)N(Cc2cccc(Cl)c2)C2CCS(=O)(=O)C2)n1 (stereo not drawn)	17%	-0.4%	-5%[10.9 µM]	-9%
Cc1ccc(CS(=O)(=O)CCC(=O)NCCCN2CCCC2)cc1	-2%	-0.3%	3%	4%
COc1ccc(CCNC(=O)CSc2cc(=O)n(C)c3ccccc23)cc1OC	5%	-3.8%	6%[10.9 µM]	12%
C=CC(C)(O)CCCC(C)CCCC(C)CCCC(C)C (stereo not drawn)	16%	-1.5%	-2%&-9%	9%
CCC(=O)N1CCc2cc(S(=O)(=O)NC(CC(C)C)C(=O)Nc3cc(C)ccc3OC)ccc21 (stereo not drawn)	5%	?	-8%[10.9 µM]	4%

Ordered by number of heavy atoms (falling): 3 of the compounds above.
SMILES	p53ts 32C tox	IkB signaling	Peg3 imprint	p53ts 39C kill
C=CCN1CC(c2nc3ccccc3n2Cc2ccccc2)CC1=O (stereo not drawn)	-8%	0.7%	-11%	5%
O=C(Nc1cccc(Cl)c1)Nc1nccs1	-1%	0.4%	-19%	-9%
CNCCc1ccccn1	-1%	0.5%[25.6 µM]	5%	-4%

Next part:
SMILES	p53ts 32C tox	IkB signaling	Peg3 imprint	p53ts 39C kill
CC(=O)Nc1nonc1-c1nnc(SCc2ccc(F)cc2Cl)n1C	-9%	?	-3%[10.9 µM]	-6%
Cc1ccc(C)n1-c1nnc(N2CCCC(C(=O)NCc3ccccc3)C2)s1 (stereo not drawn)	-4%	?	-13%[10.9 µM]	-18%
CCCCn1c(=O)[nH]c(=O)c2c1nc(-c1ccncc1)n2CCOC	7%	-0.8%	4%	-6%
CCCNC(=O)OC[C@@H]1O[C@H](CCO/N=C(\C)CCN2CCc3nc(-c4ccccc4)c(-c4ccccc4)cc3C2)C=C[C@@H]1Oc1ccc(OC)cc1	2%[9.22 µM]	nt	nt	0%[9.22 µM]
CCn1c(NC(=O)Nc2ccccc2OC)nc2ccccc21	-2%	?	-11%	-10%
Cc1cccc(NC(=O)N2CC=C(c3c[nH]c4ccccc34)CC2)c1C	6%	?	2%[10.9 µM]	-3%
CCOc1ccc(S(=O)(=O)NCCC(=O)OC(C)C(=O)N2CCc3ccccc32)cc1 (stereo not drawn)	-14%	3.8%	-4%	-15%
CCOc1ccccc1N1CCN(S(=O)(=O)c2cccc3nsnc23)CC1	-5%	4.6%	-17%	-8%
Cc1nc2ccc(-n3ccc(=O)cc3)cc2s1	5%	0.2%	-6%	-4%
Cc1ccc(S(=O)(=O)N(C)CCCC(=O)NCc2ccc3c(c2)OCO3)cc1	-5%	?	-34%[inhibitor]	10%
CS(=O)(=O)N(Cc1ccco1)CC(O)Cn1c2ccccc2c2ccccc21 (stereo not drawn)	4%	?	-10%	-14%
CC1(C)CC(=O)C2=C(C1)OC(N)=C(C#N)C21CCN(C(=O)OCc2ccccc2)CC1	-8%	2.7%	-8%	7%
CCn1c2ccccc2c2cc(C3C(C#N)=C(C)NC(C)=C3C#N)ccc21	-5%	0.5%	-5%	1%
CCN(C(=O)CSc1ncc(S(=O)(=O)c2ccc(C)c(Cl)c2)c(=O)[nH]1)c1cccc(C)c1	0%	?	-2%[10.9 µM]	-13%
CCc1ccc(NCc2cc3cc4c(cc3n(CC(=O)Nc3ccc(C)cc3)c2=O)OCO4)cc1	12%	?	20%[10.9 µM]	0%
C=CCn1c(COc2ccc(Cl)cc2)nnc1SCC(=O)NCC(=O)OCC	-24%	0.0%	-12%	69%[activator]
CN(C(=O)COC(=O)c1nc(-c2ccccc2)n(-c2ccccc2)n1)C1CCS(=O)(=O)C1 (stereo not drawn)	12%	-0.7%	-11%	-3%
Cc1c(NC(=O)CC2CC(C)OC2=O)c(=O)n(-c2ccccc2)n1C (stereo not drawn)	10%	-2.4%	3%	-8%
CCOC(=O)N1CCN(C(=O)CSc2nc3c(c(=O)n2-c2ccccc2OC)SCC3)CC1	-5%	4.9%	-22%	-4%
CC(C)(C)NC(=O)c1ccc(NC(=O)C2COc3ccccc3O2)cc1 (stereo not drawn)	-9%	-0.6%	-3%	6%
CCOC(=O)c1cccc(NC(=O)CCS(=O)(=O)c2cccc3nsnc23)c1	-3%	-2.7%	-10%	-9%
O=S(CC(O)COCc1ccc(Cl)cc1)c1ccccn1 (stereo not drawn)	8%	-1.2%	-4%	8%
COC(=O)c1ccccc1NC(=O)NCc1ccccn1	-4%	6.7%	0%	-2%
Cc1ccc(C)n1-c1nnc(N2CCCC(C(=O)Nc3ccccc3Br)C2)s1 (stereo not drawn)	-8%	?	-12%[10.9 µM]	-25%
CC(C)c1nnc(NC(=O)CCC(=O)N2CCN(C3CCCCC3)CC2)s1	10%	-2.0%	-9%	5%
Cc1c(NC(=O)CCN2C(=O)c3ccccc3C2=O)c(=O)n(-c2ccccc2)n1C	1%	2.5%	3%	-3%
COc1ccc(CNc2oc(-c3ccc(COc4ccc(OC)cc4)o3)nc2C#N)cc1	17%	-0.3%	-13%[10.9 µM]	-4%
COc1ccc(OCC(=O)Nc2cccc(C(C)=O)c2)cc1	-4%	-1.0%	?	24%
COc1ccc(-n2ccnc(NCc3ccc(Cl)cc3)c2=O)cc1	1%	0.8%	-9%[10.9 µM]	9%
O=C(CN1CCN(Cc2ccc3c(c2)OCO3)CC1)N1CCc2[nH]c3ccccc3c2C1	-6%	4.3%	-16%	-6%
CCOC(=O)c1cnn(-c2nc(CC)nc3sc4c(c23)CCC4)c1N	6%	0.2%	-3%	7%
Cc1ccc(S(=O)(=O)N(C)CC(=O)N2CCc3ccccc32)cc1	5%	0.4%	-10%	5%
CN1CCN(c2ncc3nc(-c4ccc(Cl)cc4)c(=O)n(Cc4cccs4)c3n2)CC1	-8%	-4.4%[11.4 µM]	-7%	-24%
Cc1ccc(SCc2nc(-c3ccc(C(=O)NCc4ccc(Cl)cc4)cc3)oc2C)cc1	9%	-0.8%	-5%[10.9 µM]	-10%
CCOc1ccc(-c2cc(CCCC(=O)NCCc3ccc(OC)c(OC)c3)no2)cc1	-12%	?	-12%[10.9 µM]	-25%
CCOc1ccc(NS(=O)(=O)c2c(C)nc3sc(CC)nn3c2=O)cc1	4%	0.0%	-9%[10.9 µM]	-17%
O=C(NCCN1CCN(c2ccccc2)CC1)c1cccn2c(=O)c3cc(Cl)ccc3nc12	9%	0.9%	-16%	1%
CCOC(=O)c1c(-c2ccc(C)cc2C)csc1NC(=O)c1ccccc1Cl	10%	?	-13%[10.9 µM]	0%
CC(C)COC(=O)C1C2C=CC3(CN(C(C)c4ccc(Br)cc4)C(=O)C13)O2 (stereo not drawn)	2%	0.5%	-2%	-4%
O=C(NCc1ccco1)c1cccc(-c2nnc(-c3ccccc3)o2)c1	6%	?	-26%	3%
COc1ccccc1N(C)C(=O)Cn1c(=O)oc2cc(S(=O)(=O)N3CCCC3)ccc21	-6%	1.3%	19%[10.9 µM]	-30%
COc1ccc2[nH]c(=O)c(C(c3nnnn3C(C)(C)C)N(Cc3ccco3)CC3CCCO3)cc2c1 (stereo not drawn)	6%	1.1%	nt	-2%
CC(=O)Nc1ccc(SCC(=O)c2cc(C)n(Cc3cccs3)c2C)cc1	2.5µM*	0.4%	-27%	2.5µM*
CCN(CC)S(=O)(=O)c1ccc(C(=O)N2CC(=O)Nc3ccc(F)cc3C2c2ccccc2)cc1 (stereo not drawn)	6%	?	-4%[10.9 µM]	0%
CCOC(=O)C1C(=O)CC(C)(O)C(C(=O)OCC)C1c1cccs1 (stereo not drawn)	-1%	-1.3%	-2%	-9%
CCCOC(=O)c1ccc(Oc2c(-c3ccc(OCC)cc3O)n[nH]c2C)cc1	?	?	-42%[inhibitor]	?
O=C1C(=O)c2ccc(-c3ccccc3)cc2-c2ccccc21	-2%	nt	nt	5%
Cc1ccc(N(CC(O)CN2CCOCC2)S(=O)(=O)c2ccc3ccccc3c2)cc1 (stereo not drawn)	-8%	4.6%	-1%	16%
COc1ccc(-c2nc3c(C#N)c[nH]n3c2NC2CCCCC2)c(OC)c1	-5%	?	-19%[10.9 µM]	-19%
NS(=O)(=O)c1ccc(CNC(=O)NC2(c3ccccc3)CC2)cc1	-6%	6.4%	-5%	4%
CC(C)(C)C(=O)Nc1c(C(=O)N2CCN(c3ccc(F)cc3)CC2)oc2ccccc12	-2%	?	-10%[10.9 µM]	-25%
Cn1c(CSc2ncccn2)nnc1SCC(=O)N1CCCCC1	5%	-0.5%	1%	0%
Cc1ccc(NC(=O)c2ncn(-c3ccccc3)n2)cc1Cl	6%	?	-7%[10.9 µM]	?
COc1ccc(NC(=O)C2C3C=CC(C3)C2C(=O)NCc2ccco2)cc1 (stereo not drawn)	-1%	0.0%	-7%	7%
N#CCCn1c(=O)c(-c2cccc(C#N)c2)nc2cnc(Oc3cccc(Cl)c3)nc21	0%	2.8%[11.4 µM]	-5%	-4%
Cc1cc(OCCCSc2nc(-c3ccc(C(C)(C)C)cc3)nc3cc(=O)[nH]n23)ccc1Cl	30%	3.6%	-10%[10.9 µM]	16µM*
COc1ccc(S(=O)(=O)CCC(=O)O)cc1	6%	0.5%	6%	-1%
CCOc1ccc(NC(=O)NCc2c(-n3cccc3)sc3c2CCCC3)cc1	3%	-0.3%	-5%[10.9 µM]	1%
Cc1c(-c2ccco2)[n+](=O)c2c(n1[O-])CCC2	0%	-2.5%	-1%	-4%
COc1ccc(OC)c(S(=O)(=O)N2CCN(Cc3nc4ccc(C)cc4o3)CC2)c1	-10%	-1.0%	-9%[10.9 µM]	-1%

The last 4 records of the section above open the next one.
SMILES	p53ts 32C tox	IkB signaling	Peg3 imprint	p53ts 39C kill
COc1ccc(S(=O)(=O)CCC(=O)O)cc1	6%	0.5%	6%	-1%
CCOc1ccc(NC(=O)NCc2c(-n3cccc3)sc3c2CCCC3)cc1	3%	-0.3%	-5%[10.9 µM]	1%
Cc1c(-c2ccco2)[n+](=O)c2c(n1[O-])CCC2	0%	-2.5%	-1%	-4%
COc1ccc(OC)c(S(=O)(=O)N2CCN(Cc3nc4ccc(C)cc4o3)CC2)c1	-10%	-1.0%	-9%[10.9 µM]	-1%
CCC(Oc1ccccc1F)C(=O)Nc1cc(-c2ccccc2)no1 (stereo not drawn)	-4%	?	4%[10.9 µM]	-3%
CCn1c(C(=O)NCCc2ccc(OC)c(OC)c2)cc2sc(Cl)cc21	1%	?	-12%[10.9 µM]	-23%
Cc1cc(=O)oc2cc(OC(C)C(=O)O)c(Cl)cc12 (stereo not drawn)	5%	-0.6%	-4%	4%
CCOC(=O)c1[nH]c2ccc(F)cc2c1NC(=O)C1=COCCO1	9%	12%	10%	4%
Cc1ccccc1N1CCN(c2ncnc3c2cnn3Cc2ccc(Cl)cc2)CC1	-1%	-0.2%	11%	8%

Screens (PubChem)

Compounds were not picked by outcome, and some 1.8% of all compounds hit somewhere here.
